Source: PubChem (Johns Hopkins Ion Channel Center)
TMEM16A act – TMEM16A chloride channel activators or potentiators, primary screen, cell-based, HTS; Anoctamin-1 (Mus musculus), Q8BHY3; HEK293 TMEM16A/YFP-H148Q/I152L, iodide quench fluorescence; stronger effect = lower value; B-score at 10 µM; actives 0.3% (n = 340,000);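 active = fluorescence-ratio B-score plate-corrected deviation score at least 3 library SD below zero, with starting fluorescence score within 5 deviations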;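 also: channel opened by trigger with iodide after compound preincubation; score built on the fluorescence ratio of max minus min over baseline; more negative score means more quench and so TMEM16A activation or potentiation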
Target sequence (Q8BHY3 whole entry, looked up): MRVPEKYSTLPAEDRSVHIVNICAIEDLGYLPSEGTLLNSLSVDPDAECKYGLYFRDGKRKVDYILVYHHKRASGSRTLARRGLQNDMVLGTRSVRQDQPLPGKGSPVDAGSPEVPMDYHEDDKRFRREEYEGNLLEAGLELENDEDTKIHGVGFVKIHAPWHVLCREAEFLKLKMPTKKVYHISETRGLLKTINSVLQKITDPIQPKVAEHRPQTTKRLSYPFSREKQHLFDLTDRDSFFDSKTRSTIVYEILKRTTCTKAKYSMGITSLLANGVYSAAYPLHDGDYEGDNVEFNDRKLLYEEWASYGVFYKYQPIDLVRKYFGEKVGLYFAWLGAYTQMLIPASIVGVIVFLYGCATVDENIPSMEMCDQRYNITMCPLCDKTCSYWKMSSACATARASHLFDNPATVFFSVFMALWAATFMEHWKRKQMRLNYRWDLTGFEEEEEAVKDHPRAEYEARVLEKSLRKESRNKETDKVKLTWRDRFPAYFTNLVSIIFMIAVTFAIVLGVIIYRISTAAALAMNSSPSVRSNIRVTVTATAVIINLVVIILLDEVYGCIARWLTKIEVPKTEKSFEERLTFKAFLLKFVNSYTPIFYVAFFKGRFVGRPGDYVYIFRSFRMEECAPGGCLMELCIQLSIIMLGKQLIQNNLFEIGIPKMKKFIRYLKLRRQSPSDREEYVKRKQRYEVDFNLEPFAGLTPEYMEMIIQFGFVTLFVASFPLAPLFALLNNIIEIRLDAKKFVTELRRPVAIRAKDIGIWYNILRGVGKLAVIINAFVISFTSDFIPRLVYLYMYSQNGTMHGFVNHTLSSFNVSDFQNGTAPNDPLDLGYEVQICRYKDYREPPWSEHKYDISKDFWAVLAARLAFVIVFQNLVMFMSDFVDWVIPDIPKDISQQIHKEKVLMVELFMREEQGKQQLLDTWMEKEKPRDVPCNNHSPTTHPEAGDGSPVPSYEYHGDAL
Calls only; i = inactive. Only part of the results is shown. The share of hits here may be higher or lower than overall.

TMEM16A act	Molecule
i	NC(=O)C1CCN(C(=O)c2cc(-c3ccccc3Cl)nc3ccccc23)CC1
i	O=C(COC(=O)c1ccc2c(c1)OCCO2)NCCc1ccc(F)cc1
i	Cc1ccc(C(=O)CN2C(=O)NC3(CCCCC3C)C2=O)s1 (centres undefined)
i	COc1cc(N)c(Cl)cc1C(=O)OCC(=O)NC(=O)NCc1ccco1
i	O=C(CN1c2cccc3cccc(c23)S1(=O)=O)Nc1c(F)c(F)c(F)c(F)c1F
i	NC(=O)c1ccc(NC(=O)COC(=O)C2COc3ccccc3O2)cc1 (centres undefined)
i	COc1cc(O)c(C(=O)CC(=O)c2ccncc2)c(OC)c1
i	O=C(Nc1ncccc1O)c1ccc(NS(=O)(=O)c2ccc3[nH]c(=O)[nH]c3c2)cc1
i	COc1ccccc1N(C)S(=O)(=O)c1ccc(C(=O)NNC(=O)c2ccccc2O)cc1
i	O=C(Nc1ccc(S(=O)(=O)N2CCCC2)cc1)C1CC(=O)N(CCc2ccc(F)cc2)C1 (centres undefined)
i	CC(NC(=O)COC(=O)c1ccccc1F)C1CC2CCC1C2 (centres undefined)
i	Cc1cccc(NC(=O)c2nc[nH]c2C(=O)N2CCN(c3ccccc3)CC2)c1
i	O=C(c1ccccc1)c1ccc(C(=O)O)c(C(=O)O)c1
i	CCOC(=O)Cc1csc(NC(=O)c2ccc(N3CCOCC3)cc2[N+](=O)[O-])n1
i	CCN(C(=O)CN1CCCCCC1)c1c(N)n(Cc2ccccc2)c(=O)[nH]c1=O
i	CC(Sc1ncccn1)C(=O)Nc1ccc2c(c1)OCO2 (centres undefined)
i	CCOC(=O)N1C2c3ccccc3C(c3ccccc32)N1C(=O)OCC
i	Cc1ccc(C(=O)NCCCN2CCOCC2)cc1S(=O)(=O)N1CCOCC1
i	CCc1ccc(OC)c(S(=O)(=O)NCc2cccs2)c1
i	O=C(Nc1ccc(Br)cc1)C1CCCN(C2=NS(=O)(=O)c3ccccc32)C1 (centres undefined)
i	CCCCCCSc1ccc(-c2nc3ccc(Cl)cn3c2NCc2ccccc2)cc1
i	CC(=O)c1ccc(N2CCN(C(=O)C3CCN(S(=O)(=O)c4ccc(F)cc4)CC3)CC2)cc1
i	COc1ccc(S(=O)(=O)N(C)C[C@H]2Oc3ccc(NC(=O)C4CCCCC4)cc3C(=O)N([C@H](C)CO)C[C@@H]2C)cc1
i	NC(=O)c1ccsc1NC(=O)COC(=O)Cc1ccccc1Cl
i	Cc1ccc(/C([O-])=C(/C(=S)NCc2ccccc2)[n+]2cccc(CO)c2)cc1[N+](=O)[O-]

Additional compounds follow.
TMEM16A act	Molecule
i	CN(C)C(=O)c1ccc(NC(=O)c2ccccc2SCC(=O)N2CCCC2)cc1
i	CCCN(Cc1nc2cc(Cl)ccc2c(=O)[nH]1)C(=O)c1ccc(S(=O)(=O)N2CCCC2)cc1
i	O=C(Nc1ccccc1N1CCCC1)c1cc(=O)[nH]c2ccccc12
i	CC(C)NC(=O)Nc1ccc2c(c1)C(=O)N([C@H](C)CO)C[C@@H](C)[C@@H](CN(C)C(=O)NC1CCCCC1)O2
i	CCCC1(C2CCCC2)NC(=O)NC1=O (centres undefined)
i	O=C(COC(=O)c1ccc(F)c(S(=O)(=O)N2CCOCC2)c1)c1ccc(Cl)cc1
i	O=C(Nc1ccc(Cl)cc1)C1CCCCN1S(=O)(=O)c1ccccc1 (centres undefined)
i	COc1ccc([N+](=O)[O-])cc1NS(=O)(=O)c1cccc(C(=O)NCCCN2CCCC2=O)c1
i	Cc1ccc(C(=O)Nc2sc3c(c2C(=O)O)CCC(C)C3)o1 (centres undefined)
i	COc1ccc(NC(=O)CNc2ccccc2C(C)=O)cc1S(=O)(=O)N1CCOCC1
i	COc1ccc([C@H]2CC(=O)C=C(c3cccc(Br)c3)C2)cc1
i	N#Cc1ccccc1S(=O)(=O)N1CCN(CC(=O)NCC2(N3CCOCC3)CCCCC2)CC1
i	Cc1ccc(S(=O)(=O)N2CCC[C@H]2C(=O)OCc2cc(=O)oc3cc(C)ccc23)cc1
i	CN(C(=O)COC(=O)c1cncc(Br)c1)C1CCCCC1
i	Cc1ccc(S(=O)(=O)N2CCN(C(=O)Cn3cnc4c3c(=O)n(C)c(=O)n4C)CC2)cc1C
i	N#CCCN1CCN(CCC#N)C1=S
i	CCCCN(C(=O)C(C)N1C(=O)c2ccccc2C1=O)c1c(N)n(CC(C)C)c(=O)[nH]c1=O (centres undefined)
i	COc1cccc(NC(=O)CN2C(=O)NC(CCc3ccccc3)C2=O)c1 (centres undefined)
i	O=C(NC1=NCCS1)c1ccc(F)c(S(=O)(=O)N2CCOCC2)c1
i	COc1cccc(C2C(C(=O)c3ccco3)=C(O)C(=O)N2CCCN2CCOCC2)c1OC (centres undefined)
i	CC1CC(C)CN(C(=O)CN2C(=O)NC3(CCCCCCC3)C2=O)C1 (centres undefined)
i	COCO/C=C(\NC(C)=O)c1ccccc1
i	Cc1cccc(C)c1NC(=O)CNC(=O)C(C)N(C)CC(=O)Nc1ccc(F)cc1 (centres undefined)
i	O=C(N[C@@H]1C/C=C\C[C@H](CC(=O)N(CCO)Cc2ccccc2)C(=O)N[C@@H](Cc2ccccc2)COC1=O)OCC1c2ccccc2-c2ccccc21
i	Cc1cccc(NC(=O)c2ccc(OCc3c(C)noc3C)cc2)c1C

Next structures:
TMEM16A act	Molecule
i	CN(c1cccc(Cl)c1)S(=O)(=O)c1cccc(C(=O)NCc2ccncc2)c1
i	COc1cc(-c2noc(C)c2C(=O)NCCCN2CCOCC2)cc(OC)c1OC
i	Cc1cccc(NC(=O)CCCN=C2NS(=O)(=O)c3ccccc32)c1C
i	CCOC(=O)C1CCN(C(=O)COC(=O)c2c(C)c(CC)nc3ccccc23)CC1
i	O=C(CN1C(=O)C2CCCCC2C1=O)NC1CCCc2ccccc21 (centres undefined)
i	C[C@H](CO)N1C[C@H](C)[C@@H](CN(C)C(=O)Nc2ccc3c(c2)OCO3)Oc2c(NC(=O)c3ccncc3)cccc2C1=O
i	COc1ccc(NC(=O)CN2C(=O)NC(C)(C3CC3)C2=O)cc1S(=O)(=O)N1CCCCC1 (centres undefined)
i	CC(O)CC(C)O (centres undefined)
i	Cc1ccc(C(=O)NNC(=O)c2ccccc2OCc2c(C)noc2C)cc1
i	Nc1cc(N)nc(SCC(=O)NCC(=O)Nc2ccc(F)c(F)c2F)n1
i	CN(C)c1ccc(/C=C(\C#N)c2ccccc2)cc1
i	O=C(c1ccc(Cl)c(S(=O)(=O)N2CCc3ccccc32)c1)N1CCN(c2ccccc2O)CC1
i	Cc1ccc(OCC(=O)N(C)CC(=O)NCc2ccco2)c(Br)c1
i	O=C(O)c1c2cc(Br)ccc2nc2[nH]c(=O)[nH]c(=O)c12
i	COc1ccc([C@H]2CC(=O)C=C(c3cccc(C(C)C)c3)C2)cc1
i	COc1ccc(S(=O)(=O)N2CCN(CC(=O)c3[nH]c(C)c(C(C)=O)c3C)CC2)cc1OC
i	COc1cc(C2CC(=O)Oc3cc(C)c(Cl)c(C)c32)cc(OC)c1OC (centres undefined)
i	CCc1noc(C)c1C(=O)OCC(=O)Nc1ccc2c(c1)OCO2
i	Cc1cc(=O)c(C(=O)Nc2cccc(N3CCCC3=O)c2)nn1-c1ccccc1Cl
i	CC1(c2ccc(Cl)cc2Cl)NC(=O)N(CC(=O)N2CCN(C(=O)c3ccco3)CC2)C1=O (centres undefined)
i	CC(OC(=O)C1CSC2(C)CCC(=O)N12)C(=O)Nc1ccc(F)cc1 (centres undefined)
i	CS(=O)(=O)c1ccccc1C(=O)Nc1ccc(S(=O)(=O)N2CCCC2)cc1
i	S=C(NCCN1CCOCC1)C(=S)NCCN1CCOCC1
i	CN(Cc1ccccc1)C(=O)CN1CCN(S(=O)(=O)c2ccc(Cl)c(Cl)c2)CC1
i	C[C@H](CO)N1C[C@H](C)[C@@H](CN(C)S(=O)(=O)c2cccs2)Oc2c(NC(=O)CCC(F)(F)F)cccc2C1=O

Among those listed so far, these have a nitro group on carbon.
TMEM16A act	Molecule
i	CCOC(=O)Cc1csc(NC(=O)c2ccc(N3CCOCC3)cc2[N+](=O)[O-])n1
i	Cc1ccc(/C([O-])=C(/C(=S)NCc2ccccc2)[n+]2cccc(CO)c2)cc1[N+](=O)[O-]
i	COc1ccc([N+](=O)[O-])cc1NS(=O)(=O)c1cccc(C(=O)NCCCN2CCCC2=O)c1

No new results follow: entries from further up.
TMEM16A act	Molecule
i	NC(=O)C1CCN(C(=O)c2cc(-c3ccccc3Cl)nc3ccccc23)CC1
i	O=C(COC(=O)c1ccc2c(c1)OCCO2)NCCc1ccc(F)cc1
i	Cc1ccc(C(=O)CN2C(=O)NC3(CCCCC3C)C2=O)s1 (centres undefined)

(listing goes on)
TMEM16A act	Molecule
i	N#CC(=C(O)COC(=O)c1ccc2c(c1)OCCO2)c1nc2ccccc2[nH]1
i	CCCCCCCCCCCCCC(=O)O
i	CN1CCN(C(=O)CNC(=O)C23CC4CC(CC(C4)C2)C3)CC1
i	CC(C)N(C(=O)COC(=O)c1cccc(S(=O)(=O)N2CC3(C)CC2CC(C)(C)C3)c1)C(C)C (centres undefined)
i	CC(=O)NC(c1cccs1)c1cc(F)c2cccnc2c1O (centres undefined)
i	Cc1ccc2nc3c(cc(S(=O)(=O)c4ccccc4)c(=N)n3C3CCCC3)c(=O)n2c1
i	Cc1nnc(SCC(=O)NC2CCCCCC2)n1N
i	CCOC(=O)C1CCCN(S(=O)(=O)c2ccc3c4c(cccc24)C(=O)N3CC)C1 (centres undefined)
i	O=C(C1CCCN1C(=O)c1cccs1)N1CCN(S(=O)(=O)c2ccc(F)cc2)CC1 (centres undefined)
i	Cc1cc(C(=O)CN2C(=O)C(=O)N(C3CCCC3)C2=O)c(C)n1CCc1ccc(F)cc1
i	NC(=O)NC(Cc1ccccc1)C(=O)NNC(=O)COc1ccccc1Cl (centres undefined)
i	CCc1ccc(C(=O)COC(=O)CNC(=O)C2CCCCC2)cc1
i	CCC(Oc1ccccc1)C(=O)N1CCN(S(=O)(=O)c2ccccc2)CC1 (centres undefined)
i	O=C1NC(=O)C2(C=C(c3ccccc3)C(O)(c3ccccc3)C2)N1 (centres undefined)
i	COc1ccc(NS(=O)(=O)c2ccc(N3CCOCC3)c(NC(=O)/C=C/C(=O)O)c2)cc1
i	Cc1cccc(NC(=O)CCC(=O)N2CCOCC2)n1
i	N#Cc1ccccc1S(=O)(=O)N1CCN(C(=O)Cc2n[nH]c(=O)c3ccccc23)CC1
i	COc1ccc(-c2csc(NC(=O)C3CSC4(C)CCC(=O)N34)n2)cc1 (centres undefined)
i	O=C(CCc1ccccc1Cl)Nc1cc(S(=O)(=O)N2CCOCC2)ccc1N1CCCC1
i	COc1cccc(-c2ncc3ccccc3c2COC(=O)c2cccc(Br)c2)c1
i	COC1C=CC=C(C)C(=O)NC2=CC(=O)C(N)=C(CC(C)CC(OC)C(O)C(C)C=C(C)C1OC(N)=O)C2=O (centres undefined)
i	Cc1cc(C(=O)CSc2nnc(-c3ccco3)o2)c(C)n1C
i	COC(=O)[C@]1(C)CCC[C@@]2(C)C3CC[C@@]4(C)C[C@]3(CCC21)CC(=O)N4Cc1ccc(OC)cc1 (some centres undefined)
i	COc1ccccc1N1CCN(C(=O)c2ccc(-c3ccc(Cl)cc3)o2)CC1
i	COc1ccccc1NS(=O)(=O)c1cc(N)ccc1N1CCOCC1

A different layout for three compounds above.
COc1ccc(-c2csc(NC(=O)C3CSC4(C)CCC(=O)N34)n2)cc1 (centres undefined)
  TMEM16A act: i

COc1ccccc1NS(=O)(=O)c1cc(N)ccc1N1CCOCC1
  TMEM16A act: i

O=C(CCc1ccccc1Cl)Nc1cc(S(=O)(=O)N2CCOCC2)ccc1N1CCCC1
  TMEM16A act: i

The results go on:
TMEM16A act	Molecule
i	C[C@@H]1NC(=O)[C@@]2(C)[C@@H](c3ccccc3)[C@H]3COc4ccccc4[C@@H]3N2C1=O
i	Cc1nnc(SC(C)C(=O)Nc2ccc(Cl)cc2Cl)[nH]c1=O (centres undefined)
i	CCOc1ccc(CCNC(=O)COC(=O)C2CCN(S(=O)(=O)c3ccccc3)CC2)cc1OCC
i	CC(=NNC(=S)N1CCCCC1)c1cccc(C)n1
i	O=C(COC(=O)Cc1ccc(F)cc1)NC1CCCCC1
i	Cc1nc2cc3ccccc3cc2s1
i	COc1ccc(C)cc1NC(=O)c1nc2nc(C)cc(C)n2n1
i	CCC(C)Sc1ccc(-c2nc3ccc(C)cn3c2NCc2ccccc2)cc1 (centres undefined)
i	Oc1ccc(C=NN=C2c3ccccc3-c3ccccc32)c(O)c1
i	O=C(N=C1SC2CS(=O)(=O)CC2N1c1ccccc1)c1cccc([N+](=O)[O-])c1 (centres undefined)
i	C[C@@H]1CN([C@@H](C)CO)C(=O)c2cc(N(C)C)ccc2O[C@@H]1CN(C)S(C)(=O)=O
i	O=C(O)c1cccc(OS(=O)(=O)c2cc(Br)ccc2Br)c1
i	O=S(=O)(/N=C(/Nc1cccnc1Cl)c1ccccc1)c1ccccc1
i	Cc1ccc(SCC(=O)NCC2COc3ccccc3O2)cc1 (centres undefined)
i	CCC1CCc2sc(C(=O)NNC(=S)NCC3CCCO3)cc2C1 (centres undefined)
i	Cn1cccc1C(=O)Nc1ccc(N2CCOCC2)cc1
i	C=CCOC(=O)c1ccccc1C(=O)OCC=C
i	COc1cc(C(=O)OCCc2cc3ccccc3c(=O)o2)cc(OC)c1OC
i	CC(C)N(C(=O)COC(=O)c1cccnc1Cl)c1ccccc1
i	CN(CC(=O)Nc1cccc(F)c1)C(=O)COc1ccc2c(c1)CCC2
i	CN1CCN(S(=O)(=O)c2cccc(C(=O)N3CCN(c4ccccc4)CC3)c2)CC1
i	COC(=O)c1ccccc1S(=O)(=O)NNC(=O)c1nn(C)c(=O)c2ccccc12
i	CC(C)[C@H](NS(=O)(=O)c1cccc(Cl)c1)C(=O)OCC(=O)NC(=O)CN1CCCC1=O
